Screening results from PubChem.
KDM5B inhibitor – blocks human KDM5B histone demethylase activity | Q9UGL1 | KDM5B demethylase, FDH-coupled NADH fluorescence (FDH is formaldehyde dehydrogenase) | Potency, µM (top dose mostly 57.7 µM), for inactives: at the highest dose activity change, negative = inhibition, actives largely listed as inhibitors | 2.6% of 220,000 active; active = well fitted inhibition curve with a large enough effect; inconclusive = small, poorly fitted or top-dose-only effect; inactive = no such curve, though single readings can be large or run the other way; note: 0% is about no effect; nearly all actives have a fitted effect of over 70% in size
Target sequence (Q9UGL1 whole entry, looked up): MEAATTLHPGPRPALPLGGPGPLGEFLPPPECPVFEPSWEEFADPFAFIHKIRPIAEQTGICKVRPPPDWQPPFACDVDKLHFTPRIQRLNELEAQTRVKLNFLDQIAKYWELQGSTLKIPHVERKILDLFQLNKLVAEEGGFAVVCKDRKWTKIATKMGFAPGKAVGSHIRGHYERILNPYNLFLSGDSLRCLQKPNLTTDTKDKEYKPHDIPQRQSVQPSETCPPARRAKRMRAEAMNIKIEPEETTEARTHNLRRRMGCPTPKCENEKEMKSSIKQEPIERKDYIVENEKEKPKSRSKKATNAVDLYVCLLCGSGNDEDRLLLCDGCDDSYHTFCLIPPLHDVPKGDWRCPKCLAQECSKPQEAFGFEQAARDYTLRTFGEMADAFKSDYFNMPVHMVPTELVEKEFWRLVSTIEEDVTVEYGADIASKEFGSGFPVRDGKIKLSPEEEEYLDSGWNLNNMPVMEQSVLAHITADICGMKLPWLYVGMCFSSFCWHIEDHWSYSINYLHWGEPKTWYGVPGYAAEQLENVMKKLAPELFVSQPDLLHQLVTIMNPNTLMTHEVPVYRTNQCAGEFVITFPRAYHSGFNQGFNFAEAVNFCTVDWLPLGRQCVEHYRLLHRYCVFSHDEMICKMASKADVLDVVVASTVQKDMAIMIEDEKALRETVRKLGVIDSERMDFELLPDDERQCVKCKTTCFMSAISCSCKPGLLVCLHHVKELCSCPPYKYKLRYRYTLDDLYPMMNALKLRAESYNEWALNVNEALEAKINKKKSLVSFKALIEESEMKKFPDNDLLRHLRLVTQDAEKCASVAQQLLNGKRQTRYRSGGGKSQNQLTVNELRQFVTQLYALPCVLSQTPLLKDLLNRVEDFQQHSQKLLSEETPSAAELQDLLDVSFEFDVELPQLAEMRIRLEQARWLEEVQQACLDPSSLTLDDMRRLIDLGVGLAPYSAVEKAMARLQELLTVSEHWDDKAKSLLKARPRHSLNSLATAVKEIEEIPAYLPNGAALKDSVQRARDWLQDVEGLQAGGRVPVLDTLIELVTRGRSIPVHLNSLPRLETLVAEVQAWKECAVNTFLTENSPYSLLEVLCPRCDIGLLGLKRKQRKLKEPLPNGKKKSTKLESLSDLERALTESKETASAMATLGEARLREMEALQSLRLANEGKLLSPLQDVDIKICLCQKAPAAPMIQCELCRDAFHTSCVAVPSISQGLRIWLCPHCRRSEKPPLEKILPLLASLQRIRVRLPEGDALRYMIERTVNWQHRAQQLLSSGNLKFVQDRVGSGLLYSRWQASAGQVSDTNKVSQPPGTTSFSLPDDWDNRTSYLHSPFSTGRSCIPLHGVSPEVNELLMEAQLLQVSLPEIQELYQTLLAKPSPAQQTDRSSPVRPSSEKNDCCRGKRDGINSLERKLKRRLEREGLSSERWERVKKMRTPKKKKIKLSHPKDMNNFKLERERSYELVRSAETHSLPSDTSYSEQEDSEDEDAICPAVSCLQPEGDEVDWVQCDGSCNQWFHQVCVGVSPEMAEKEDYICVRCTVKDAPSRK
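Inhibition is measured as reduced NADH fluorescence generation from FDH coupling to formaldehyde release. Truncated KDM5BΔAP at 200 nM final acts on H3K4me3 peptide (12.5 µM in substrate mix) in pH 7.5 HEPES buffer with Tween-20, 30 min, room temperature.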
The depositor's hits bear a star; u = inconclusive; + = active, no number; & = joins results of further samples; [ ] = remark or other dose. Potency is the fitted concentration of half-maximal effect.

No. | KDM5B inhibitor | compound
1 | -24% | Cc1ccc(Cl)cc1NC(=O)COCc1cc(-c2ccco2)on1
2 | -11% | O=S(=O)(c1ccc(F)cc1)N1CCC(c2noc(C3CC3)n2)C1 (stereo not drawn)
3 | 7% | CSc1ccc(C2N=C(N)Nc3nc4ccccc4n32)cc1 (stereo not drawn)
4 | u | CCCCCCNC(=O)c1cc(N)nc(Cl)c1
5 | 6% | CCc1ccc(Nc2nn(-c3ccc(OC(F)(F)F)cc3)nc2C(C)=O)cc1
6 | -10% | CC(C)OC(=O)NCCOC(N)=O
7 | u | COc1ccc(C(=O)N2C(C(=O)N3CCCC3)COC23CCN(C(=O)Cc2ccccc2)CC3)cc1 (stereo not drawn)
8 | u | COc1cccc(Nc2ncc3c(n2)C(C)(C(=O)NCc2ccc4c(c2)OCO4)CC3)c1 (stereo not drawn)
9 | -13%[86.2 µM] | COc1ncccc1CN1CCC2(CC1)COCCN2C(=O)OCc1ccccc1
10 | u | COc1ccc(-c2nc(C#N)c(N3CCCCCC3)o2)cc1OC
11 | -3% | O=C(Nc1ccc(N2CCOCC2)c(Cl)c1)c1ccc2c3c(cccc13)CC2
12 | 7% | CCOc1ccc(CCNC(=O)CSc2nnnn2-c2c(C)cc(C)cc2C)cc1OCC
13 | u | COc1cc(/C=C/C(=O)c2sc(C(C)(C)C)nc2C)cc(OC)c1O
14 | -25% | Cc1oc2ccc(OC(C(=O)O)c3ccccc3)cc2c1C(=O)O (stereo not drawn)
15 | 2% | CCCNC(=O)C1COC2(CCN(C(=O)c3ccc(F)cc3)CC2)N1C(=O)c1ccc(F)cc1 (stereo not drawn)
16 | 17% | O=C(COc1ccc(Cl)cc1Cl)NC1CCS(=O)(=O)C1 (stereo not drawn)
17 | -11% | O=C1CCSC2(C(=O)N(Cc3ccc(F)cc3)c3ccccc32)N1c1cccc(F)c1 (stereo not drawn)
18 | 14% | COC(=O)CN(Cc1ccccc1)Cc1ccco1
19 | u | CCS(=O)(=O)N1CCOc2ccc(CN3CCc4ccccc4C3)cc2C1
20 | 18% | CCN(CC)C(=O)/C=C/c1csc(C)n1
21 | 8% | O=C(CSc1nc(NC2CC2)c2ccccc2n1)NC1CCCC1
22 | 13% | COc1cccc(-c2c(NC(=O)c3ccc(Cl)cc3)oc3ccccc3c2=O)c1
23 | -22% | COc1ccc(S(=O)(=O)Cc2ccc(C(=O)NC3CCCCC3)o2)cc1
24 | 27% | NC(=O)c1ccc(CSc2cccc[n+]2[O-])cc1
25 | 0% | CCC(C)(C)C1CCc2c(sc(NC=O)c2C#N)C1 (stereo not drawn)
26 | -27% | CCCCc1nc(CN2CCN(c3cccc(F)c3C#N)CC2)no1
27 | 11% | CCCCCC(=O)Nc1nc2c(s1)C[C@@H]1[C@](C)(CO)[C@H](O)CC[C@@]1(C)[C@@H]2CC(=O)NCCc1ccc(OC)c(OC)c1
28 | 35µM* | COCCN1CCC2(C1)CN(C)c1ccc(C(=O)NCc3ccccc3)cc12 (stereo not drawn)
29 | u | O=C(Nc1ccc2c3c(cccc13)CC2)C1CC1(Cl)Cl (stereo not drawn)
30 | -10% | CCOc1ccc(CC(=O)Nc2c(C(=O)c3ccc(F)cc3)oc3ccccc23)cc1OCC
31 | 18% | COCCc1noc([C@@H]2CC(F)(F)CN2C(=O)Cn2ccc(C)n2)n1
32 | -9% | COCc1nc(C2CCN(C(=O)C3CCCC3)C2)no1 (stereo not drawn)
33 | 3% | CCc1cccc(C)c1Nc1c(-c2cccc(O)c2)nc2nc(C)cc(C)n12
34 | -17% | COC(=O)c1ccc(Cn2c(SCC(=O)NCc3ccccc3)nc3ccccc32)cc1
35 | -18% | C=CCNc1nc(-c2ccc(NC(C)=O)cc2F)cs1
36 | -13% | CCOc1ccccc1OCCCCn1c(-c2ccc(Cl)cc2)nc2ccccc2c1=O
37 | -2% | COc1ccc(CN(C)C(=O)COc2cccc(-c3nc(-c4ccc(OC)cc4)no3)c2)cc1
38 | -36% | NC(=S)N/N=C/C1=C(c2ccccc2)C2C=CC1C2 (stereo not drawn)
39 | u | COc1ccc(CC(=O)NC2CCCN(c3cc(-c4ccc(F)cc4)[nH]n3)C2)cc1OC (stereo not drawn)
40 | -2% | CCOc1ccc(C(=O)NC2CCN(c3cc(-c4ccccc4)[nH]n3)CC2)cc1OCC
41 | u | COc1ccc(-n2c(=O)c3c(c4cc(OC)ccc4n3C)n(Cc3c(F)cccc3Cl)c2=O)cc1
42 | -21% | Cn1cc(C(=O)N2CCC(C(=O)N3CCCCCCNC(=O)CC3)CC2)cn1
43 | -1%[149 µM] | Cc1cc(C(=O)NC2CCNCC2)c2c(C3CCNC3)noc2n1 (stereo not drawn)
44 | 7% | CC1CCC(NC(=O)c2cc(Cl)ccn2)CC1 (stereo not drawn)
45 | 14% | COc1ccc(CCNc2ncnc3c2nnn3C)cc1
46 | -6% | CCCC(=O)Nc1ccc2nc(SCCOc3ccccc3)sc2c1
47 | 12% | CCOc1ccc(-c2n[nH]c(=S)c3ccccc23)cc1
48 | 16µM* | CC(C)n1cc2cc(C(=O)NCc3cnccn3)sc2c1
49 | -1% | Cc1c(C(=O)N(C)c2ccccc2)sc2nc(-c3ccc(F)cc3)cn12
50 | -4% | CC(C)c1nc2c(c(-c3ccc(O)cc3)n1)CCN(C(=O)c1ccc(F)cc1)CC2
51 | u | CC1(c2ccccc2)N(Cc2cccnc2)C(=O)OC12CCN(C(=O)c1ccccc1)CC2 (stereo not drawn)
52 | 0% | O=C(c1cccc(S(=O)(=O)Nc2ccccc2F)c1)N1CCc2sccc2C1
53 | -10% | NC(=O)[C@H](CC1CCCCC1)NC(=O)[C@H]1CN(C(=O)c2cccc(F)c2)CCN1C(=O)C1CCNCC1
54 | 35%[activator] | CCCCC(=O)Nc1cccc(NC(=O)c2cccnc2Cl)c1
55 | -19% | O=C(Nc1ccc(-n2nncc2-c2ccccc2)cc1)c1cccc(F)c1
56 | -5%&22% | CCOc1ccccc1NC(=O)c1cc(-c2ccccn2)nc2ccccc12
57 | -21% | CC(Sc1nc(=O)cc(N)n1CCc1ccccc1)C(=O)Nc1ccccc1C#N (stereo not drawn)
58 | 20%[86.2 µM] | COc1ccc(CN2C[C@@H]3C[C@H]2C(=O)Nc2ccccc2O3)cc1
59 | -27%[86.2 µM] | CC(=O)NC1(C)CCCN(Cc2cccc(Nc3ccccc3)c2)C1 (stereo not drawn)
60 | -6% | Cc1ccc(-n2c(C3CCN(C(=O)c4cc(Cl)ccc4F)CC3)n[nH]c2=O)cc1

Arranged by molecular weight (high to low): some entries from above.
No. | KDM5B inhibitor | compound
41 | u | COc1ccc(-n2c(=O)c3c(c4cc(OC)ccc4n3C)n(Cc3c(F)cccc3Cl)c2=O)cc1
7 | u | COc1ccc(C(=O)N2C(C(=O)N3CCCC3)COC23CCN(C(=O)Cc2ccccc2)CC3)cc1 (stereo not drawn)
60 | -6% | Cc1ccc(-n2c(C3CCN(C(=O)c4cc(Cl)ccc4F)CC3)n[nH]c2=O)cc1
1 | -24% | Cc1ccc(Cl)cc1NC(=O)COCc1cc(-c2ccco2)on1
26 | -27% | CCCCc1nc(CN2CCN(c3cccc(F)c3C#N)CC2)no1
29 | u | O=C(Nc1ccc2c3c(cccc13)CC2)C1CC1(Cl)Cl (stereo not drawn)

(more compounds)
No. | KDM5B inhibitor | compound
61 | 10% | CCOC(=O)c1c(C)[nH]c(C)c1S(=O)(=O)NCC(=O)NCc1cccc(C)c1
62 | u | O=C(c1cccs1)N1CCC(Cc2nc(-c3ccncc3)n[nH]2)CC1
63 | -7% | CN(c1ccccc1)S(=O)(=O)c1cccc(C(=O)Nc2nn[nH]n2)c1
64 | 6% | CCCCOc1ccc(C(=O)Nc2ccc(-c3nc4ccccc4s3)cc2C)cc1
65 | -21% | Cc1ccc(NC(=O)C2CCN(S(=O)(=O)c3ccc4[nH]c(=O)ccc4c3)CC2)cc1C
66 | -6% | CCC(C)c1ccc(NC(=O)C2CC3C=CC2C3)cc1 (stereo not drawn)
67 | 11% | O=c1[nH]c2ccc(-c3csc(Nc4ccc(Cl)cc4)n3)cc2o1
68 | 15% | CCN1CCN(c2nc(Nc3ccc(OC)cc3)nc(N)c2[N+](=O)[O-])CC1
69 | -12% | Cc1cccc(NC(=O)CC2C(=O)OCCN2Cc2ccccc2)c1 (stereo not drawn)
70 | 5% | O=C(NCCc1cccnc1)c1cc(-c2ccncc2)nc2ccccc12
71 | 16% | N#Cc1ccc(S(=O)(=O)N2CCCOCCNC(=O)[C@@H]3CCCC[C@@H]32)cc1
72 | 12% | COc1ccccc1CN(C)C(=O)c1cc(C)nc2ccccc12
73 | -20% | CCCCN(Cc1ccccc1)c1ccc(NS(=O)(=O)c2ccc(C)c(C)c2)cc1C(=O)O
74 | u | CCOc1ccc(-c2cc(NC(=O)Nc3ccccc3Cl)c(C(=O)OC)s2)cc1
75 | -11% | COc1ccc(Oc2c(C)oc3cc(OCC(=O)Nc4ccccc4F)ccc3c2=O)cc1
76 | -8% | CN1CCN(c2cc(N3CC[C@H](CO)[C@H](O)C3)nc(N)n2)CC1
77 | -3% | CC(C)(C)C(=O)N1N=C(c2ccco2)CC1c1ccc2nccnc2c1 (stereo not drawn)
78 | 35µM* | Cc1noc(C)c1-c1cc2c(cc(-c3ccccc3)n2C)c(Nc2ccncn2)n1
79 | 2%&1% | O=C(Nc1ccc2c(c1)OCCO2)C(=O)c1c[nH]c2ccccc12
80 | 11%[115 µM] | CCc1cccc(-n2nnnc2N2CCN(C(=O)NCc3ccccc3)CC2)c1
81 | -7% | CC(OC(=O)c1cc(C2CC2)nn1-c1ccccc1)C(=O)Nc1ccc(C#N)cc1 (stereo not drawn)
82 | 0% | O=C(NC1CCCC1)C(c1ccncc1)N(C(=O)c1csnn1)c1cccc(Cl)c1 (stereo not drawn)
83 | 16% | CC1=C[C@@H](CN2CCN(CCO)CC2)[C@H](C(C)C)C[C@H]1Cc1nnc(-c2ccc(C)cc2)o1
84 | 9% | Cc1cccc(OCC(=O)Nc2cc(-c3nc4ccccc4o3)ccc2C)c1
85 | u | Cn1c(=O)n(C)c2cc(N3CCOCC3)c(NS(=O)(=O)c3cccc(C#N)c3)cc21
86 | 23%[86.2 µM] | C#CCNC(=O)[C@H]1O[C@H](CCN(C)CCN(C)C)CC[C@@H]1O
87 | 21% | CCS(=O)(=O)Nc1cc(OC)c(OC)cc1Cc1nccc2cc(OC)c(OC)cc12
88 | u | COc1ccc(S(=O)(=O)c2cn(C)c3cc(N4CCOCC4)c(F)cc3c2=O)cc1
89 | 0% | Clc1cccc(-c2nnc(CN3CCN(c4ccccn4)CC3)o2)c1
90 | 11% | O=C(c1cc(=O)c2cc(Cl)ccc2o1)N1CCN(C(=O)C2CC2)CC1
91 | 26% | CCCc1ccc(S(=O)(=O)N2C[C@@H](F)C[C@H]2C(=O)N2CCCCC2)cc1
92 | + | CC(C)NC(=O)c1nc(-c2ccc(Cl)nc2)c2cnccn12
93 | 9% | O=C(c1cc2n(n1)CC(c1ccc(Br)cc1)OC2)N1CCOCC1 (stereo not drawn)
94 | 6% | CCNC(=O)CSc1ccccc1C(=O)OCC(=O)C(C)(C)C
95 | 15% | Cn1c(=O)c2c(nc(CN3CCN(c4ccc(F)cc4)CC3)n2Cc2ccccc2)n(C)c1=O
96 | -11% | Cc1cccc(CCNC(=O)c2c[nH]c3ccc(S(=O)(=O)Nc4ccccc4F)cc3c2=O)c1
97 | -14% | CN(C)C(=O)C1CN(C(=O)Nc2cc(F)cc(F)c2)CC12CCOCC2 (stereo not drawn)
98 | -14% | O=C(Cn1nc(-c2ccco2)ccc1=O)NC1CCCc2c1[nH]c1c(Cl)cccc21 (stereo not drawn)
99 | u | O=C1CC(c2ccccc2)N(Cc2ccncc2)CCCN(C(=O)c2cc3ccccc3[nH]2)CCN1 (stereo not drawn)
100 | 8% | Cc1cccc(C)c1OCC(=O)N1CCC(NC(=O)c2ccccc2)CC1
101 | 2% | CC(Oc1ccc2ccc(=O)oc2c1)C(=O)N(C)Cc1cccc(F)c1 (stereo not drawn)
102 | -8% | CCC(CC)NC(=O)[C@H]1CCC[C@H]1NC(=O)c1ccc(OC)cc1
103 | -7% | CSc1ccccc1C(=O)Nc1ccc(C)c(F)c1
104 | 9% | Cc1cc(C(=O)N2CCCC(N3CCN(c4cccc(Cl)c4)CC3)C2)nc(C)n1 (stereo not drawn)
105 | u | O=C(N[C@H]1CO[C@H]2[C@@H]1OC[C@@H]2Nc1nccc(C2CCCC2)n1)c1ccco1
106 | 6% | CC1CCCCC1NC(=S)NC1CC1 (stereo not drawn)
107 | -11% | N#Cc1c[nH]c(C(=O)N2CCN(Cc3cn[nH]n3)CC(O)C2)c1 (stereo not drawn)
108 | -69% | COc1ccc(NS(=O)(=O)c2cc(NC(=O)c3ccc(C)s3)ccc2N2CCOCC2)cc1
109 | u | CCN(CC)C(=O)CSc1nc2cc3c(cc2c(=O)n1CCCC(=O)NCc1ccc2c(c1)OCO2)OCO3
110 | -16% | CCCc1[nH]nc2c1C(c1ccccc1OC)C(C#N)=C(N)O2 (stereo not drawn)
111 | -7% | CN(C)C[C@@H]1CN(S(C)(=O)=O)C[C@H]1NC(=O)CCc1ccccc1

Of the compounds above, six contain a thiophene ring, fused or not:
No. | KDM5B inhibitor | compound
25 | 0% | CCC(C)(C)C1CCc2c(sc(NC=O)c2C#N)C1 (stereo not drawn)
48 | 16µM* | CC(C)n1cc2cc(C(=O)NCc3cnccn3)sc2c1
52 | 0% | O=C(c1cccc(S(=O)(=O)Nc2ccccc2F)c1)N1CCc2sccc2C1
62 | u | O=C(c1cccs1)N1CCC(Cc2nc(-c3ccncc3)n[nH]2)CC1
74 | u | CCOc1ccc(-c2cc(NC(=O)Nc3ccccc3Cl)c(C(=O)OC)s2)cc1
108 | -69% | COc1ccc(NS(=O)(=O)c2cc(NC(=O)c3ccc(C)s3)ccc2N2CCOCC2)cc1

Some of the compounds tested; count on the stated rates, not on these rows.
